# Screening data: PubChem, National Center for Advancing Translational Sciences (NCATS)
# USP2a block = USP2a (human) protease inhibition; O75604; USP2 core, Ub-CHOP2 coupled fluorogenic reporter, 485/531; Potency, µM (doses to about 38.3 µM), for inactives: at the highest dose activity change, negative = inhibition, usual class: inhibitors; actives 0.01% (n = 330,000);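 further: potency means the concentration at half of the fitted maximal effect; plate controls were DMSO wells for no effect and full inhibition by NEM control for full effect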
# Target sequence (O75604 whole entry, looked up): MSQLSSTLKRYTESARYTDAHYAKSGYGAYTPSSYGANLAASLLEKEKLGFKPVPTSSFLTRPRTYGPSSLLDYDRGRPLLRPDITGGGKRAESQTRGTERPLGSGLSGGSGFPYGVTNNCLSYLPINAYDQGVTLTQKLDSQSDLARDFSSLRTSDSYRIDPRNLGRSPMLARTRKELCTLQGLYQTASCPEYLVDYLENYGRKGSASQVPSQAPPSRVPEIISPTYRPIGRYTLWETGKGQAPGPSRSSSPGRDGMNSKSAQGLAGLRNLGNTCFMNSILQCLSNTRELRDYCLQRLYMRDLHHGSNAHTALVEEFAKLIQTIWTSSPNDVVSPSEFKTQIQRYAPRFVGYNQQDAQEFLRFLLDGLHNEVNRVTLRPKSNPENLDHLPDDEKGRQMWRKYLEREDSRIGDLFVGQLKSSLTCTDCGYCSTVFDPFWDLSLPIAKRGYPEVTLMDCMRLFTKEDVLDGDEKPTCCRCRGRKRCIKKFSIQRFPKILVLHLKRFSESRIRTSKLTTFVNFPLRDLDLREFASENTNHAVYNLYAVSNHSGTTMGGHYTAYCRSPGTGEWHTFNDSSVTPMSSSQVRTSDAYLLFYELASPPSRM
#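 Deubiquitinase activity read as fluorescence (485/531 nm) after Ub-CHOP2 cleavage activates the enterokinase reporter on its substrate; USP2 core 10nM, Ub-CHOP2 and substrate 25nM each, 30min compound preincubation then 60min RT; data normalized to NEM, curves fitted.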
# hERG WT inh = KCNH2 (human, wildtype) channel inhibition | U2OS, BacMam KCNH2, thallium flux FluxOr; stronger effect = lower value | activity change, % at 1.84 µM | actives 0.37% (n = 340,000) | AID 720551;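 active means maximum activity change below -70%; inconclusive means maximum activity change between -70% and -50%; inactive means maximum activity change above -50%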; further: on the % scale 0 is the no-effect control and ±100 the full control effect
#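 U2OS cells were transduced with wild-type KCNH2 virus (2.03 x 10^8 / mL) for 4 h at room temperature, then cultured overnight at 37 C. Thallium flux was read with FluxOr dye. Rate constants were normalized to DMSO controls.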
# Coupling enz = counter-screen for Giardia aldolase inhibitors: coupling enzyme system; actives 0.67% (n = 290,000); AID 2472; coupling enzyme system counterscreen, AmpLite Red fluorescence; activity change, negative = inhibition, % at 58.2 µM, hits read low; in the data active means activity change below about -30%; further: on the % scale 0 is the no-effect control and ±100 the full control effect
#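 Activity here indicates interference with the coupling reaction, not aldolase inhibition. Compounds at 57.5 uM final met coupling enzymes for 10 min at RT; substrate and AmpLite Red detection followed, with a 525/598 nm fluorescence read after 20 min.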
# KCNH2 3.1 block = KCNH2 3.1 (human) potassium channel inhibition; U2OS KCNH2 3.1, thallium flux FluxOr; stronger effect = lower value; activity change, % (tested at about 1.8 µM); actives 0.95% (n = 340,000);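 active means maximum activity change below -70%; inconclusive means maximum activity change from -70% to -50%; inactive means maximum activity change above -50%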;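 further: thallium influx rate constant from kinetic fluorescence after stimulation buffer; on the % scale 0 is the no-effect control and ±100 the full control effect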
#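 Thallium flux read-out: FluxOr dye with Red40 quencher in HBSS/HEPES, 45 min at RT. Rate constants from kinetic reads were normalized to positive and negative DMSO controls. Cells: U2OS virally expressing the 3.1 isoform.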
# B2AR arrestin = agonists driving beta-arrestin recruitment to human beta2-adrenergic receptor; P07550; beta-arrestin recruitment to beta2AR, cell-based reporter; Potency, µM (titrated, usually from 46.1 µM), for the others: at the highest dose activation, actives largely listed as activators; actives 0.02% (n = 330,000);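 further: potency means the concentration at half of the fitted maximal effect; 0% = DMSO controls and full agonism = EC100 isoproterenol or metaproterenol; nearly all actives have a fitted effect of over 65% in size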
# Target sequence (P07550 whole entry, looked up): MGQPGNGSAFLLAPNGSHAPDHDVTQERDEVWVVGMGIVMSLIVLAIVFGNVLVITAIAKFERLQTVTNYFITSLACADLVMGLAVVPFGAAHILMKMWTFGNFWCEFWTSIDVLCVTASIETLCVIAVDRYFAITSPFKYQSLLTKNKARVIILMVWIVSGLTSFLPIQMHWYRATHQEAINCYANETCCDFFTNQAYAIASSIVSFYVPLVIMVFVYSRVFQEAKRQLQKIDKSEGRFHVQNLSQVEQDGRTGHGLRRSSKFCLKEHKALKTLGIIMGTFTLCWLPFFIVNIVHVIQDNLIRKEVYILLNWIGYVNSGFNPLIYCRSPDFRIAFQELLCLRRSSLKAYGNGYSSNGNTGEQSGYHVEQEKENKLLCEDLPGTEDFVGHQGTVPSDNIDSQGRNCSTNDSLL
# Giardia killer = kills Giardia lamblia; actives 0.15% (n = 340,000); activity change, % at 7.66 µM, hits read low; Giardia lamblia trophozoite viability; AID 540267; in the data active means activity change below about -80%; inconclusive means between about -30% and that limit;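 further: parasites exposed to compound for two days anaerobically before the ATP read; on the % scale 0 is the no-effect control and ±100 the full control effect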
#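 Killing of trophozoites was scored by loss of ATP luminescence after a 48 hrs anaerobic exposure to compounds at 37 deg C, using 100 cells per well.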
# GALK inhibitor = inhibitors of human galactokinase | Potency, µM (highest dose often 57.5 µM), without a hit: top-dose activity change, negative = inhibition, usual class: inhibitors | P51570 | actives 0.007% (n = 270,000) | Purified GALK, Kinase-Glo residual ATP luminescence; further: potency means the concentration at half of the fitted maximal effect; on the % scale 0 is the no-effect control and ±100 the full control effect
#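 Luminescence from leftover ATP (Ultra-Glo luciferase/luciferin) served as read-out after a 1 h room-temperature reaction of 5 nM GALK with 35 uM ATP and 100 uM galactose.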
# PKM2 act = PKM2 (human) enzyme activation; purified PKM2, Kinase-Glo ATP luminescence, activation; response scale: 0% is enzyme alone, no compound; P14618; actives 0.34% (n = 260,000); Potency, µM (highest dose often 57.5 µM), inactives show at the highest dose activation, hits mostly activators; AID 1631; further: potency means the concentration at half of the fitted maximal effect; on the % scale 0 is the no-effect control and ±100 the full control effect; nearly all actives have a fitted effect of over 55% in size
#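 Purified hPK-M2 (>95%) run at intermediate activity with 0.1 mM ADP and 0.5 mM PEP in 50 mM imidazole pH 7.2, KCl, MgCl2; 1 h room temperature. ATP formed read by Kinase-Glo luminescence; normalized to uninhibited and no-enzyme controls.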
# Menin-MLL TR inh = inhibitors of human menin-MLL interaction, mutant MLL peptide; O00255; Menin + Texas Red MLL mutant peptide, fluorescence polarization; Potency, µM (top dose mostly 61.6 µM), for the others: top-dose FP activity change, negative = inhibition, actives largely listed as inhibitors; actives 0.23% (n = 270,000); active means well fitted inhibition curve with a large enough effect in the polarisation, with a control signal flat, not every such curve was filed as active; inconclusive means small, poorly fitted or top-dose-only effect, or effect the other way, or a change in a side signal; inactive means no such curve, though single readings can be large or run the other way; the % refers to the polarisation; further: potency means the concentration at half of the fitted maximal effect; % of control where 0% means no effect; many of its hits are not listed in these tables
# TRPV1 ag = activates the human vanilloid receptor TRPV1 | activation, % at 8.33 µM | Q8NER1 | actives 0.19% (n = 320,000) | TRPV1-expressing cells, Fluo-8 calcium influx, agonist mode | AID 540275; in the data active means activation above about 80%; inconclusive means between about 30% and that limit; further: 0% is about no effect
#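 Fluo-8 calcium influx in TRPV1-expressing cells, kinetic read (ex 480/em 520 nm). Compound added and read 3 min for agonist activity, followed by capsaicin at EC20 final and 2 min further read for enhancement.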
# CXXC DNA block = MLL CXXC-DNA interaction inhibition. Q03164. Potency, µM (highest dose often 115 µM), without a hit: at the top dose activity change, negative = inhibition, actives largely listed as inhibitors. MLL-CXXC / FITC-HOXA9 DNA fluorescence polarization. actives 0.037% (n = 290,000); active means well fitted inhibition curve with a large enough effect in the polarisation, with a control signal flat, not every such curve was filed as active; inconclusive means small, poorly fitted or top-dose-only effect, or effect the other way, or a change in a side signal; inactive means no such curve, though single readings can be large or run the other way; the % refers to the polarisation; further: potency means the concentration at half of the fitted maximal effect
#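 Fluorescence polarization: 7 uM MLL-CXXC (stock) preincubated 5 min with compounds, then 50 nM fluorescein-HOX-A9 DNA (stock) added; 30 min ambient. Buffer 50 mM Tris-HCl pH 7.5, 50 mM NaCl, 1 mM DTT, 0.05% BSA.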
# An asterisk follows results filed as active; ? = inconclusive; . = not tested or not shown; & = joins results of further samples; [ ] = remark or other dose. Unless noted, the call rests on the fitted dose curve; in most records, active means well fitted curve in the direction sought with a large enough effect; inconclusive means small, poorly fitted or top-dose-only effect, or another doubt; inactive means no such curve, though single readings can be large; an effect the other way counts as inactive or inconclusive.
SMILES,USP2a block,hERG WT inh,Coupling enz,KCNH2 3.1 block,B2AR arrestin,Giardia killer,GALK inhibitor,PKM2 act,Menin-MLL TR inh,TRPV1 ag,CXXC DNA block
Cc1[nH]c(=O)cc2ccccc12,1%,-4,2,0,-2.7%,5,0%,0%,16%,3,0%
CCCCNCC#CCOc1cc(C)ccc1C(C)C,-1%,11,-16,6,-0.2%,12,4%,0%,?,0,2%
O=C(NCCOc1ccc(F)cc1)c1ccccc1SCc1ccccc1,-3%,2,3,-24,-0.4%,5,.,2%,-1%,?,3%
COC(=O)CCCC1=CC2=C(c3ccccc3)C(=O)C(C)(OC(=O)C3CCCC3)C(=O)C2=CN1CC1CC1 (stereo not given),1%,-5,-11&-21,2,3.8%,-13,-2%,-4%[11.5 µM],-18%[11.7 µM],?,-7%
CCOC(=O)C1CCCN(Cc2nc(Cc3ccccc3Cl)no2)C1 (stereo not given),-1%,-5,2,-4,0.0%,-11,-2%,-3%,1%,8,-9%
CCNCc1ccccc1OCc1ccccc1,3%,-1,5,2,-0.3%,3,-4%,2%,5%,-5,-2%
COc1ccc(-c2noc(C(C)NC(=O)c3ccco3)n2)cc1OC (stereo not given),1%,-4,0,10,0.1%,-1,-5%,1%,6%,-1,11%
COc1ccc(OC)c(/C=C/C(=O)OCC(=O)Nc2cccc(C(C)=O)c2)c1,2%,1,3,1,0.3%,7,-3%,4%,5%,10,0%
C=CCN1C(=O)C(Cc2ccc(F)cc2)S/C1=N/N=C/c1ccco1 (stereo not given),4%,19,0,-8,6.5%,-6,1%,-2%,2%,7,-6%
COc1ccccc1N1CCN(C(=O)C2CCN(S(=O)(=O)c3ccccc3)CC2)CC1,0%,4,0,8,0.0%,-6,-1%,0%,-12%,3,12%
Cc1ccc(NC(=O)C(c2ccccc2)N(C)C)cc1Cl (stereo not given),0%,-4,0,-14,-0.3%,-21,1%,2%,9%,9,-21%
COC(=O)C1CN(C(=O)C(C)Oc2ccccc2Cl)c2ccccc2O1 (stereo not given),3%,5,-1,9,-0.5%,2,2%,.,2%,10,-11%
Cc1ccccc1-n1c(SCC(=O)NC(N)=O)nc2sc(-c3ccccc3)cc2c1=O,-2%,-5,-2,-13,-2.0%,7,1%,0%,2%,4,-8%
CC(=O)N1CCN(c2ccc(NC(=O)c3ccc(OCc4ccccc4)cc3)cc2)CC1,4%,.,-1,-25,0.1%,-11,3%,-8%,-1%,5,-10%
O=C(COC(=O)c1cccs1)NCCN1C(=O)CSC1=O,2%,0,0,-1,-0.3%,20,-5%,-1%,17%,4,3%
N#Cc1c2n(c3c(=O)n(Cc4ccc(Cl)cc4)cnc13)CCCCC2,-1%,7,4,-5,0.0%,14,-3%,2%,?,1,8%
COC(=O)C1=C(N)OC2=C(C(=O)CCC2)C1c1ccc2c(c1)OCO2 (stereo not given),2%,-1,-1,-2,-0.8%,6,.,0%,-23%,-1,7%
NC(=O)CC(NC(=O)Cc1ccc(Cl)cc1)c1ccc(NCCc2ccccc2F)c([N+](=O)[O-])c1 (stereo not given),-1%,-4,0,-20,-0.9%,8,5%,4µM*,.,0,-8%
COC(=O)c1ccc(-c2ccc(C(c3c(C)[nH][nH]c3=O)c3c(C)[nH][nH]c3=O)o2)cc1,5%,-9,-45*,14,-0.2%,-6,0%,19%,?,-3,?
O=C(Nc1ccc(Cc2nc3ccccc3s2)cc1)c1ccncc1,0%,1,0,-14,-0.1%,-4,-2%,.,29%,8,1%
CCCN1CCCc2cc(CN(CCCN3CCOCC3)C(=O)Nc3ccc(OCC)cc3)ccc21,-14%,4,-12,-30,0.2%,5,0%,-10%,?,-3,-10%
Cn1c(SCC(=O)N2CCCC2)nc2cccnc21,-2%,-1,-6,3,0.0%,17,0%,0%,?,0,-4%
COc1cc(C)c(NC(=S)Nc2ccc(C)c(Cl)c2)cc1OC,-2%,-8,0,20,-0.2%,9,1%,0%,9%,5,-4%
O=C(Nc1nc(-c2ccco2)c(-c2ccco2)s1)C1CCC1,0%,5,-4,-2,-0.1%,4,0%,?,?,?,6%
CN(C)c1cccc(C(=O)OCC(=O)NCc2ccco2)c1,-3%,-1,0,-25,0.0%,-2,0%,1%,0%,7,7%

# The listing continues.
SMILES,USP2a block,hERG WT inh,Coupling enz,KCNH2 3.1 block,B2AR arrestin,Giardia killer,GALK inhibitor,PKM2 act,Menin-MLL TR inh,TRPV1 ag,CXXC DNA block
Cc1cc(NC(=O)CSc2nnc(-c3c[nH]c4ccccc34)n2-c2ccc(F)cc2)no1,1%,0,-8,-5,-1.4%,7,0%,-1%,?,0,2%
COC(=O)CCC(=O)Nc1ccc(S(=O)(=O)Nc2cc(OC)nc(OC)n2)cc1,3%,2,6,-2,-0.2%,-2,.,.,2%,2,51%[activator]
Cc1noc(C)c1C(=O)N1CCCC(C(=O)c2ccc(Cl)cc2)C1 (stereo not given),1%,4,3,10,0.6%,8,3%,-5%,-2%,0,-9%
Cc1cc(-c2nc(C)c(C(=O)NNS(=O)(=O)c3ccccc3)s2)no1,1%,-6,1,-9,-0.3%,12,.,-36%,.,-1,-4%
CCc1cccc(NC(=S)N2CCC(c3ccccc3)C2)c1 (stereo not given),-9%,13,0,0,0.2%,-1,3%,-12%,14%,11,26%
O=C(COc1ccc(S(=O)(=O)N2CCOCC2)cc1Cl)NCCN1CCOCC1,3%,-1,2,-1,-0.1%,-5,17%,7%,-18%,0,10%
O=C(Nc1cc(Cl)ccc1-n1cncn1)c1cccs1,0%,-2,.,-2,-0.3%,-1,.,.,.,2,.
CCOC(=O)C1CCN(Cc2ccc(OC)c(OCc3ccccc3)c2)CC1,-6%,3,0,27,-0.4%,1,0%,4%,-21%,6,7%
OC(CNCCC(c1ccccc1)c1ccccc1)COc1ccccc1 (stereo not given),0%,-11,-1,-97*,0.0%,-7,-1%,4%,?,13,16%
CCn1ccnc1CN(C)C(=O)c1ccc(OC2CCN(CCc3ccccc3)CC2)cc1,3%,43,.,14,-0.8%,-10,-7%,.,.,3,23%
CC(Nc1nc(-c2cccc(Br)c2)cs1)c1nc2cc(Cl)c(N3CCCCC3)cc2n1CCOCCO (stereo not given),-8%,.,-1,-17,0.1%,5,.,-3%,-16%,7,-1%
CCOc1ccccc1NC(=S)N1CCN(c2ccccc2F)CC1,1%,0,-2,18,0.5%,1,-1%,?,6%,-1,-13%
O=C(CNc1ccc(F)cc1F)NC(=O)NCc1ccco1,-11%,0,2,-6,0.3%,?,-1%,5%,.,1,4%
CN1CCC(OC(=O)COc2ccc(C(C)(C)C)cc2)CC1,-8%,9,0,-21,-0.4%,8,0%,2%,13%,4,-2%
O=C(c1sc2cc(F)ccc2c1Cl)N1CCN(c2ccccc2)CC1,-2%,2,0,4,0.6%,-8,.,1%,-12%,13,14%
COc1ccc(C2C3=C(CCCC3=O)Nc3nc(-c4cc(OC)c(OC)c(OC)c4)nn32)cc1OC (stereo not given),0%,4,0,8,12%,-19,1%,-9%,-14%,2,-4%
CNS(=O)(=O)c1ccc(C(=O)NCC(=O)NCCC(c2ccccc2)c2ccccc2)cc1,4%,-4,.,-2,0.1%,-5,.,.,.,-4,.
CCOc1ccc(N2CC(C(=O)Nc3cc(S(=O)(=O)N4CCCCC4)ccc3C)CC2=O)cc1 (stereo not given),0%,-13,.,-4,-1.1%,59[activator],.,.,.,.,.
Cc1ccccc1/C=C/C(=O)c1ccc([N+](=O)[O-])o1,3%,-9,.,-3,-0.1%,10,.,.,.,?,.
Cc1[nH][nH]c(=O)c1C(c1ccc(F)cc1)c1c(C)[nH][nH]c1=O,0%,-10,-4,-28,-0.6%,43[activator],-4%,-1%,3%,-1,-18%
COc1ccc(N(Cc2cc3cccc(C)c3[nH]c2=O)S(C)(=O)=O)cc1,2%,-25,2,-82*,0.1%,-17,1%,-2%,2%,2,-9%
CCC(C(=O)OC)n1cnc2c(nnn2-c2cccc(Cl)c2)c1=O (stereo not given),3%,-7,-6,5,-0.3%,-18,2%,1%,2%[11.7 µM],.,3%
CC1Cc2ccccc2N1CC(=O)Nc1ccc(N2CCOCC2)cc1 (stereo not given),2%,-2,2,.,0.1%,8,11%,.,4%,-1,4%

# Some of the compounds tested; rates above refer to the full screens.
